p53 reactivation: mutant p53 re-activation in reporter cells; H1299 p53-A138V BP100-luciferase reporter, luminescence, 24 h; Potency, µM (top dose mostly 92.2 µM), for inactives: at the top dose activity change, positive = activation, usual class: activators; 320,000 compounds, 0.063% hits; AID 504706; further: % of control where 0% means no effect; nearly all actives have a fitted effect of over 45% in size
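p53-null H1299 cells stably carrying temperature-sensitive p53-A138V and a BP100-luciferase reporter were pinned with compounds (4-point, 1:5 series) and held 24 hrs at 37 deg C. Luminescence was read 10 min after detection reagent.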
VP16 counter: inhibits Gal4-VP16 luciferase reporter, ROR gamma counter-screen; Potency, µM (top dose mostly 53.6 µM), for the others: at the top dose activity, negative = inhibition, actives largely listed as inhibitors; 310,000 compounds, 3.5% hits; AID 2546; Drosophila S2 Gal4-VP16 UAS-luciferase, luminescence, 20 h;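 further: Gal4-VP16 expression switched on by copper sulfate through the metallothionein promoter; on the % scale 0 is the no-effect control and ±100 the full control effect; nearly all actives have a fitted effect of over 50% in size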
MBNL1-CUG inh: MBNL1-poly(CUG) RNA binding inhibition; Q9NR56; TR-FRET MBNL1-His/biotin-(CUG)12 binding, 665/545 ratio; Potency, µM (top dose mostly 57.5 µM), without a hit: at the top dose activity change, negative = inhibition, most hits filed as inhibitors; 280,000 compounds, 0.036% hits; AID 2675; active means well fitted inhibition curve with a large enough effect in the signal ratio, with a control signal flat, not every such curve was filed as active; inconclusive means small, poorly fitted or top-dose-only effect, or effect the other way, or a change in a side signal; inactive means no such curve, though single readings can be large or run the other way; the % refers to the signal ratio; further: on the % scale 0 is the no-effect control and ±100 the full control effect
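MBNL1-His + Biotin-(CUG)12, cpd titration 92 nM–58 uM; Tb anti-His Ab 0.055 ng/ul, SA-XL665 5 nM (final); 60 min RT; ratiometric 665/545 nm, Ex 340 nm; normalized to buffer and full-complex controls.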
BRCA1 expr act: activators of BRCA1 expression; MCF7-BRCA1-FFLuc reporter, luminescence, 48 h; response scale: scaled: vehicle 0%, 10 µM genistein 100%; Potency, µM (top dose mostly 46.1 µM), for the others: top-dose activation, actives largely listed as activators; 380,000 compounds, 1.1% hits; further: nearly all actives have a fitted effect of over 80% in size; some results filed as inactive show a strong effect at the top dose
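Luminescence from a BRCA1-driven firefly luciferase in MCF7 cells was read after 48 h compound exposure at 37 C. Data normalized against DMSO and a 10microM genistein activation control, then curve-fitted across the titration.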
RORgamma inh: blocks mouse ROR gamma transcriptional activity | Drosophila S2 Gal4-RORgamma UAS-luciferase reporter, 20 h | Potency, µM (titrated, usually from 53.6 µM), inactives show top-dose activity change, negative = inhibition, actives largely listed as inhibitors | 310,000 compounds, 5.4% hits | AID 2551; further: on the % scale 0 is the no-effect control and ±100 the full control effect; nearly all actives have a fitted effect of over 60% in size
Target sequence (P51450 whole entry, looked up, the tested form may be a part): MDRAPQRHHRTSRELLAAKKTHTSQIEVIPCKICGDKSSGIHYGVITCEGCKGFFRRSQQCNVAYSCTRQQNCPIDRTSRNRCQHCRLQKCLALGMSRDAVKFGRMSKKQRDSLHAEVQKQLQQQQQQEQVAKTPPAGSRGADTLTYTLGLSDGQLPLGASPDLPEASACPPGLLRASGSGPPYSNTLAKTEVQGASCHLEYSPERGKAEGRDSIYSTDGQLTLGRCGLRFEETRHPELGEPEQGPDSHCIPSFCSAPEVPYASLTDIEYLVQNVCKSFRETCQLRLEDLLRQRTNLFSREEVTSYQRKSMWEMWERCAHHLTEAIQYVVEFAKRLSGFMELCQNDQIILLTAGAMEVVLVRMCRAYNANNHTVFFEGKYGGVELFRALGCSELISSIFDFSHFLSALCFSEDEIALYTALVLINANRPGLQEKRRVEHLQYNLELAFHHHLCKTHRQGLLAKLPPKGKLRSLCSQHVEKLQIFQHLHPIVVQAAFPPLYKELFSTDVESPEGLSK
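Compounds are pin-transferred onto Drosophila Schneider cells expressing a copper-inducible Gal4–ROR gamma transactivation domain fusion. After 1 hr, copper sulfate is added to 700 uM final; luciferase is read 20 hr later.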
uPA generation: blocks generation of uPA at the cell surface | cell surface uPA generation assay, qHTS | Potency, µM (series often up to 38.3 µM), for inactives: at the top dose activity change, negative = inhibition, most hits filed as inhibitors | 330,000 compounds, 0.31% hits; active means well fitted inhibition curve with a large enough effect; inconclusive means small, poorly fitted or top-dose-only effect; inactive means no such curve, though single readings can be large or run the other way; tested in mouse RAW 264.7 cells; further: on the % scale 0 is the no-effect control and ±100 the full control effect; nearly all actives have a fitted effect of over 55% in size
CXXC DNA block: blocks binding of human MLL CXXC domain to DNA. MLL-CXXC / FITC-HOXA9 DNA fluorescence polarization. 290,000 compounds, 0.037% hits. Q03164. AID 2662. Potency, µM (top dose mostly 115 µM), inactives show at the top dose activity change, negative = inhibition, actives largely listed as inhibitors; active means well fitted inhibition curve with a large enough effect in the polarisation, with a control signal flat, not every such curve was filed as active; inconclusive means small, poorly fitted or top-dose-only effect, or effect the other way, or a change in a side signal; inactive means no such curve, though single readings can be large or run the other way; the % refers to the polarisation
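Steps: dispense CXXC domain solution (7 uM) → pin compounds or unlabeled HOX-A9 DNA control → 5 min ambient → add FLSN-HOX-A9 solution (50 nM) → spin → 30 min ambient → fluorescence polarization. Tris pH 7.5/NaCl/DTT/BSA buffer.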
Rab9 promoter act: Rab9 promoter activation; 320,000 compounds, 2.8% hits; AID 485297; Potency, µM (titrated, usually from 9.22 µM), inactives show top-dose activation, negative = inhibition, usual class: activators; Huh7 Rab9 promoter-luciferase reporter, luminescence, 24 h; further: % of control where 0% means no effect; nearly all actives have a fitted effect of over 60% in size
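Steps: seed 1500 Huh7 Rab9-luc cells per well, rest 2 h at 37 °C; add compound in DMSO; incubate 24 h; add luciferase reagent, 10 min ambient; read luminescence.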
NPC1 prom act: NPC1 promoter activation; Huh7 NPC1 promoter luciferase reporter, 24 h; 320,000 compounds, 2.4% hits; AID 485313; Potency, µM (series often up to 9.22 µM), without a hit: at the highest dose activation, most hits filed as activators;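 further: % of control where 0% means no effect; nearly all actives have a fitted effect of over 60% in size; reporter is driven by a mutant NPC1 promoter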
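Huh7 reporter cells (NPC1 promoter driving luciferase) are dosed with compound for 24 h at 37 °C, 5% CO2; luciferase detection reagent is then added and luminescence measured after 10 min at ambient temperature.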
FLuc modulator: counter-screen for miR-21 project: firefly luciferase inhibitors or activators; purified FLuc, Km substrates, luminescence inhibition; 360,000 compounds, 6.9% hits; P08659; AID 588342; Potency, µM (top dose mostly 57.5 µM), for the others: top-dose activity change, negative = inhibition, most hits filed as inhibitors;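 further: plate controls were vehicle for no effect and reference inhibitor for full effect; nearly all actives have a fitted effect of over 55% in size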
Target sequence (P08659 whole entry, looked up): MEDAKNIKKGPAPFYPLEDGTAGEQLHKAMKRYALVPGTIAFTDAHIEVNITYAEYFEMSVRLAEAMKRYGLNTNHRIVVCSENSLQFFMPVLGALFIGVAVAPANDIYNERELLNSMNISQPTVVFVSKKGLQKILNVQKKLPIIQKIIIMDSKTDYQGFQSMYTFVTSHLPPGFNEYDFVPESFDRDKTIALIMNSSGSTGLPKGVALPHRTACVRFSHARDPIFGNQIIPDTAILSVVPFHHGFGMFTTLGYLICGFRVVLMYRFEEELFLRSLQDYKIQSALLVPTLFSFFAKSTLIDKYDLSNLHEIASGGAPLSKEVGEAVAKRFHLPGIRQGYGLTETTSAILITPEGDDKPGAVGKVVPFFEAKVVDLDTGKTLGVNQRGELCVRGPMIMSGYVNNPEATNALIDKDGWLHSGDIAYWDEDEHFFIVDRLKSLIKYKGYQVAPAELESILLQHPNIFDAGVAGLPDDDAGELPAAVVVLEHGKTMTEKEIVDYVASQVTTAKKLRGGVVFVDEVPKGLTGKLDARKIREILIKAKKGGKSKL
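Purified P. pyralis luciferase (10nM final) with 10uM D-luciferin and 10uM ATP (Km levels) in 50mM Tris acetate pH 7.5, 10mM Mg acetate, 0.01% Tween-20, 0.05% BSA; qHTS 6-point titration, ~60 µM downward; luminescence read.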
ELG1 genotox: inducers of genotoxicity in HEK293T ELG1-luciferase cells | 330,000 compounds, 1.3% hits | AID 504466 | Potency, µM (highest dose often 46 µM), for inactives: at the top dose activity change, positive = activation, most hits filed as activators | HEK293T ELG1-luciferase reporter, luminescence, 16 h; further: % of control where 0% means no effect; nearly all actives have a fitted effect of over 60% in size
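Cells (2,000/well) expressing the ELG1-luciferase fusion are dosed by pin tool and kept 16 hr at 37 °C, 5% CO2. Signal comes from ONE-Glo luciferase reagent after 30 min at room temperature.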
* marks the source's active call; other numbers are inactive results; u = inconclusive; x = no result given; [ ] = dose if it differs, or a comment. Unless noted, the call rests on the fitted dose curve; in most records, active means well fitted curve in the direction sought with a large enough effect; inconclusive means small, poorly fitted or top-dose-only effect, or another doubt; inactive means no such curve, though single readings can be large; an effect the other way counts as inactive or inconclusive. Potency means the concentration at half of the fitted maximal effect.

SMILES	p53 reactivation	VP16 counter	MBNL1-CUG inh	BRCA1 expr act	RORgamma inh	uPA generation	CXXC DNA block	Rab9 promoter act	NPC1 prom act	FLuc modulator	ELG1 genotox
CCOC(=O)c1ccc2c(c1)[nH]c(=S)n2CC	-1%	u	35%[activator]	54%	8.9µM*	-23%	5%	u	18%	19µM*	21µM*
CCOC(=O)N1CCN(C(=O)CSCC(=O)Nc2nc(-c3ccc(C)cc3)cs2)CC1	7%	-2%	-16%	-5%	u	-16%	3%	26%	18%	-17%	19%
CCOc1ccc(N2C(=O)c3cccnc3C2Nc2ccc(Cl)cc2)cc1 (stereo not given)	1%	-2%	-6%	-22%	40%	x	2%	3%	0%	2%	0%
Cc1ccc(COC(=O)Cc2coc3cc(O)ccc23)cc1	-1%	7.1µM*	-4%	-4%	5.6µM*	-11%	5%	2%	-4%	u	-1%
Cc1ccc(NC(=O)CSc2nnc(NC(=O)C3CC3)s2)cc1	5%	-12%	-5%	-35%	-7%	10%	1%	4%	1%	0%	u
CC(C)(C)NC(=O)NC(=O)COC(=O)c1ccc2c(c1)S(=O)(=O)N=C1CCCCCN12	-12%	6%	-9%	-8%	-1%	3%	0%	-2%	0%	1%	-2%
Cc1ccc(C)c(OCCC(=O)N2CCN(S(=O)(=O)c3ccc([N+](=O)[O-])cc3)CC2)c1	-7%	x	x	-8%	x	10%	x	-1%	-2%	5%	-2%
NC(=O)Cc1ccc(Nc2nnc(-c3ccc(O)cc3)c3ccccc23)cc1	-10%	0%	u	-15%	42%	-1%	12%	-1%	-2%	u	2%
CC(=O)c1ccc(NC(=O)C(=O)c2cn(CC(=O)N3CCCCC3)c3ccccc23)cc1	-3%	-12%	u	24%	1%	1%	1%	2%	0%	7%	0%
C=C(C)Cn1c(N2CCCC2)nc2c1c(=O)n(C)c(=O)n2C	18%	1%	-2%	5%	6%	-3%	-2%	2%	-1%	-3%	-6%
COC(=O)C(C)n1cnc2c(nnn2-c2cccc(OC)c2)c1=O (stereo not given)	16%	20%	-5%	25%	14%	-2%	6%	8%	20%	u	12%
CCOC(=O)CN1C(=O)CSc2ccc(S(=O)(=O)N3CCOCC3)cc21	3%	3%	-2%	-1%	1%	-4%	5%	1%	-3%	4%	1%
Cc1cccc(C)c1OCC(=O)N1CC2(C)CC1CC(C)(C)C2 (stereo not given)	-2%	8%	3%	-17%	-16%	9%	11%	0%	-2%	1%	-7%
CCOc1ccc(N2C(=O)CC(Cc3ccc(Br)cc3)C2=O)cc1 (stereo not given)	x	x	1%	0%	x	-12%	10%	3%	-3%	2%	-3%
CC(=O)Nc1ccc(N=C(C2=C(O)c3ccccc3C2=O)c2ccccc2)cc1	-5%	-10%	u	56%	33%	u	3%	u	25%	u	-13%
O=C(CCS(=O)(=O)c1ccccc1)N1CCN(c2ccccc2F)CC1	20%	-18%	4%	62%	-28%	-2%	6%	1.3µM*	1.8µM*	11µM*	8.2µM*
Cc1ccc(C(=O)Cc2nc3ccccc3[nH]2)cc1	16%	u	2%	52%	u	-7%	6%	4.5µM*	2µM*	6µM*	3.5µM*
CC(C)(C)N(NC(=O)OCc1ccccc1)C(=O)c1ccccc1	-6%	2%	x	-2%	-9%	5%	1%	2%	0%	5%	1%
O=C(CSc1n[nH]c(-c2ccccc2Cl)n1)NCc1cccc(C(=O)O)c1	2%	-13%	-9%	9%	-25%	5%	-3%	0%	-4%	u	-1%
COc1ccc(CCN2CC(C(=O)NCc3nc4ccccc4n3C)CCC2=O)cc1 (stereo not given)	4%	-5%	-5%	18%	-28%	-4%	30%[activator]	8%	0%	u	-2%
CCC(C)NC(=O)c1cc2cc3ccc(OC)cc3nc2s1 (stereo not given)	13%	0%	u	u	8%	-13%	4%	0.35µM*	0.56µM*	3µM*	u
Brc1ccccc1CN1CCC(N2CCCCC2)CC1	-4%	-1%	1%	-19%	0%	x	13%	-10%	5%	-2%	-24%
CCC(CNC(=O)c1c(C)nn(-c2ccccc2)c1Cl)c1ccccc1 (stereo not given)	12%	8%	-4%	-20%	15%	2%	9%	1%	-1%	3%	-4%
Cc1cc(NC(=O)c2ccc(-c3ccc(F)c(Cl)c3)o2)no1	1%	4%	3%	23%	-18%	-1%	14%	20%	10%	3%	10%
Cc1cc(NC(=O)CSc2cn(C)c3ccccc23)no1	-5%	5%	10%	-14%	3%	0%	2%	0%	-1%	4%	0%

Later entries:
SMILES	p53 reactivation	VP16 counter	MBNL1-CUG inh	BRCA1 expr act	RORgamma inh	uPA generation	CXXC DNA block	Rab9 promoter act	NPC1 prom act	FLuc modulator	ELG1 genotox
Cc1cc(C)nc(N(C#N)Cc2ccccc2C)n1	-4%	-7%	0%	-9%	1%	14%	-5%	-10%	3%	u	5%
Cc1cc2c(cc1S(=O)(=O)N1CCN(c3ccccc3)CC1)OCCN2C	x	9%	8%	-4%	40%	u	x	6%	1%	-1%	0%
NC(=O)c1ccc(NC(=O)c2ccccc2S(=O)(=O)c2ccccc2[N+](=O)[O-])cc1	-5%	2%	u	-13%	-1%	0%	-2%	-4%	-5%	4%	2%
O=C(c1ccccc1)c1cccs1	1%	-2%	9%	9%	23%	-2%	-1%	5%	-4%	-5%	3%
O=C1Nc2ccc(S(=O)(=O)N3CCCCCC3)c3cccc1c23	-9%	5%	u	0%	-14%	18%	-1%	-2%	-6%	-1%	6%
COCCN(C)Cc1nc(C(c2ccccc2)c2ccccc2)no1	x	x	-3%	-7%	x	-24%	-4%	0%	2%	0%	1%
CC(C)c1nnc(N2C(=O)c3oc4ccccc4c(=O)c3C2c2ccco2)s1 (stereo not given)	-3%	-24%	32%[activator]	0%	u	1%	3%	8%	-2%	-5%	0%
CCOC(=O)c1c(/N=C/N(C)C)sc2c1CCC2	-14%	9%	30%[activator]	-6%	5%	-3%	-2%	-5%	-1%	-1%	1%
COc1ccc(Nc2nc(N)nc(SCc3nnc(C)s3)n2)cc1	u	-3%	-5%	u	17%	1%	-5%	u	26%	24µM*	u
Oc1c(Br)cc(C2N=C(c3ccccc3)NO2)cc1Br (stereo not given)	13%	14%	-5%	14%	5%	6%	-5%	8%	18%	17µM*	19%
Cc1ccc(N(CCC#N)C(=O)COC(=O)c2cc(C)no2)cc1	0%	x	x	-11%	x	2%	x	-2%	-2%	4%	-4%
Cc1cccc(N2CCN(C(=O)CCC(=O)N3CC(C)Oc4ccc(C)cc43)CC2C)c1 (stereo not given)	x	-9%	-1%	-36%	35%	0%	x	0%	-5%	0%	-11%
Cc1cc(=O)[nH]c(SCC(=O)NCCC2=CCCCC2)n1	-7%	-11%	-14%	-10%	-13%	1%	12%	-2%	-2%	-9%	-2%
Cc1ccc(Cc2cnc(NC(=O)C3=NCCN3)s2)cc1	3%	3%	7%	x	14%	x	-13%	-6%	1%	u	-4%
Cc1cc(S(=O)(=O)n2cnc3cc([N+](=O)[O-])ccc32)ccc1Cl	-15%	1%	x	-3%	0%[10 µM]	8%	u	4%	1%	-3%	-4%
Cc1ccc(NC(=O)CSCC(=O)OCc2cc(=O)oc3cc(O)ccc23)c(C)c1	-4%	x	x	1%	x	1%	x	-8%	-1%	-10%	0%
CNC(=S)NNC(=O)c1ccc2c(c1)OCO2	7%	3%	-2%	2%	u	6%	-2%	-5%	0%	3%	2%
COc1cc(C(=S)N2CCOCC2)cc(OC)c1OC(=O)c1ccccc1[N+](=O)[O-]	x	0%	u	-23%	10%	-9%	21%	2%	2%	10%	-2%
CN(Cc1ccccc1)c1ncnc2sccc12	-4%	u	2%	-11%	u	-1%	4%	-11%	-7%	4%	-5%
CNn1cnc2ccsc2c1=O	0%	0%	-1%	-2%	-16%	-2%	-8%	15%	-4%	2%	0%
O=C(Cn1cnc2ccccc2c1=O)NCCC(=O)Nc1ccc2c(c1)OCO2	-7%	0%	-7%	0%	2%	2%	17%	1%	-3%	-2%	-1%
COC(=O)c1nnn(CC(=O)Nc2cccc(Cl)c2)c1C(=O)OC	-2%	1%	-7%	4%	-4%	2%	3%	-5%	-3%	-1%	4%
CCOC(=O)c1nn(-c2cccc(Cl)c2)c(C)c1C(C)=O	-6%	1%	1%	-15%	2%	-5%	-6%	-3%	1%	7%	-2%
CC1(C)Cc2cccc(OCC(=O)OCC(=O)Nc3cccc(S(N)(=O)=O)c3)c2O1	0%	-4%	7%	6%	-7%	3%	-14%	-3%	3%	0%	4%

Screening results from PubChem BioAssay.

These rows are one share of the data. The share of hits here may be higher or lower than overall.
